HCT116 bCat-KO = beta-catenin-lacking colon tumor cell growth suppression | HCT116 beta-catenin knockout viability, CellTiter-Glo, 60 h; hits give low values | AID 818 | 140,000 tested, 1.5% active | viability, % at 10 µM;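 active = viability at or under a set limit, the compound median less 4 SD, cut at about 6% in these data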;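 also: 0% = Hyamine 1622 control at 20 µM and 100% = untreated cell control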
HCT116 PTEN-null = PTEN-deleted cell growth suppression; 140,000 tested, 1.2% active; HCT116 PTEN-null viability, CellTiter-Glo, 60 h; hits give low values; viability, % at 10 µM;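 active = viability at or below a set limit, 4 SD under the median of all tested compounds, cut at about 3.7% in these data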;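 also: PTEN knockout HCT116 line with beta catenin targeted HCT116 as companion control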
Measles CPE = protection of cells from measles virus; AID 841; protection (pct of control), % at 4 µM; 140,000 tested, 1.5% active; Measles virus-infected cells, CPE protection, absorbance; in the data active = protection mostly above about 24%, no sharp cut-off; inactive = mostly below about 26%; also: some compounds called inactive have numbers as strong as hits
BB579 growth dn = yeast BB579 growth reduction in restrictive medium; S. cerevisiae BB579 growth, OD615, 48 h; inhibition, % at 10 µM; 140,000 tested, 0.51% active;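 active = inhibition above a set limit, 3 SD over the mean compound inhibition, cut at about 44% in these data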; also: inactives centre near -24
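test system = yeast BB579 (DeaD) | buffer or medium = restrictive CSMM-D medium | doses = single compound dose of 10 µM, 0.25% DMSO final | times = 4 h preincubation and 48 h exposure at 30 °C | technique = culture absorbance at 615 nm | benchmarks = amphotericin B 10 µg/mL, positive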
Phagocytosis inh = blocks phagocytosis by macrophages; 110,000 tested, 0.07% active; J774A.1 macrophage IgG-bead phagocytosis, imaging; inhibition, % at 5 µM;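 active = inhibition above the mean of the plate negative controls plus 5 SD, cut at about 13% in these data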;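 also: phagocytic index as fraction of beads internalized from green versus red external bead signal; plate controls were DMSO negative control for no effect and cytochalasin-D positive control for full effect; some results beyond the cut were filed as inactive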
MRP-1 activ = activators of MRP-1; H69AR cells + doxorubicin, viability rescue, CellTiter-Glo; viability increase, % at 10 µM; 140,000 tested, 0.61% active;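 active = viability gain under doxorubicin at or above a set limit, the compound median plus 3 SD, cut at about 4.7% in these data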;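 also: MRP-1 overexpressing cells given doxorubicin 25 µM after compound pretreatment; 18-22 h compound pretreatment then 72 h with doxorubicin before readout; 0% = doxorubicin-only wells and 100% = vehicle-treated cells without doxorubicin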
Yeast life ext = extends the lifespan of yeast; AID 775; inhibition of the nicotinamide effect, % at 10 µM; S. cerevisiae growth with nicotinamide, OD615; deaD strain in restrictive glucose medium; 130,000 tested, 0.68% active;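 active = inhibition above a set limit, placed 3 SD over the median of all compounds, cut at about 26% in these data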;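 also: 0% = nicotinamide-treated wells and 100% = cells grown without nicotinamide; some compounds called inactive have numbers as strong as hits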
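assay system = DeaD-strain S. cerevisiae | buffer or medium = restrictive glucose medium | reagent = 1.5 mM nicotinamide | compound = 10 µM single point, 0.25% DMSO | incubation = 48 h compound exposure at 30 °C, humidified | signal = OD615 measurement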
E-sel TNF inh = TNF alpha driven E-selectin expression inhibition | HUVEC TNFa-induced E-selectin immunofluorescence, high content | inhibition, % at 2 µM | 120,000 tested, 0.71% active;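 active = inhibition above the batch mean plus 3 SD, and confirmed as a hit on visual image review, cut at about 43% in these data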;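 also: 0% = TNF-stimulated DMSO wells and 100% = unstimulated control wells; not every result past the cut was called active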
GALR2 blocker = antagonists of human galanin receptor 2 (GALR2). 140,000 tested, 0.39% active. AID 828. inhibition, % at 4 µM. GALR2-expressing cells, antagonist mode; in the data active = inhibition above about 27%;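 also: cells stimulated with galanin 1-16 at roughly its EC80; 0% = agonist challenge control and 100% = basal control without agonist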
Target sequence (O43603 whole entry, looked up): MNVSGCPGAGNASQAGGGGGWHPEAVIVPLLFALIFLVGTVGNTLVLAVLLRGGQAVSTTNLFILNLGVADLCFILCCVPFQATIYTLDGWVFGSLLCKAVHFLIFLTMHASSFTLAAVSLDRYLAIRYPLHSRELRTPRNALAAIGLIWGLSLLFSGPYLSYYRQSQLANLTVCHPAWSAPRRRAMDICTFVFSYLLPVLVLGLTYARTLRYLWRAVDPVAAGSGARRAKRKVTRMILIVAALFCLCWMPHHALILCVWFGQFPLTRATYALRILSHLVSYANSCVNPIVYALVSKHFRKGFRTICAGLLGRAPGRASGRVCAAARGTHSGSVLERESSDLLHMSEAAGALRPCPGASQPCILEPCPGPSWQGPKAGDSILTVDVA
NPY Y2 blocker = antagonists of human neuropeptide Y receptor Y2 | AID 793 | P49146 | NPY-Y2 expressing cells, antagonist mode | 140,000 tested, 0.99% active | inhibition, % at 2.7 µM; in the data active = inhibition above about 17%;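 also: 0% = vehicle with agonist challenge and 100% = reference antagonist with challenge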
Target sequence (P49146 whole entry, looked up): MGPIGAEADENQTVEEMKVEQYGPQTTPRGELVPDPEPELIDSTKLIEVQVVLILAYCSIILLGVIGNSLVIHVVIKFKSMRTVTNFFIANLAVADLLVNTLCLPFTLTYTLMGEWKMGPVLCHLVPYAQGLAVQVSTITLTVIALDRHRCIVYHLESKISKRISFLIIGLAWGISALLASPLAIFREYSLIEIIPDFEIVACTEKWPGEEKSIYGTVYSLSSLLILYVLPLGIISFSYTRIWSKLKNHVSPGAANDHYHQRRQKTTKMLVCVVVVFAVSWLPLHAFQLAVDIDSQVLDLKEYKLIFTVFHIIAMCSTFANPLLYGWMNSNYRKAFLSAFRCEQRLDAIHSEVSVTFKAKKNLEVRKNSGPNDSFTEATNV
Numbers without * were called inactive; . = not tested or not shown; & = joins results of further samples.

SMILES	HCT116 bCat-KO	HCT116 PTEN-null	Measles CPE	BB579 growth dn	Phagocytosis inh	MRP-1 activ	Yeast life ext	E-sel TNF inh	GALR2 blocker	NPY Y2 blocker
CCCCOC(=O)/C(=C/c1cn(C)c2ccccc12)NC(=O)c1ccc(OC)cc1	86	86	6	-27	.	-0.7	-2	.	17	2
Cc1c(CC(=O)O)c(=O)oc2cc(OCc3nn[nH]n3)ccc12	88	92	3	-28	1	-0.7	-13	29	-2	0
O=c1oc2cc(O)ccc2c2ccccc12	106	101	3	31	0	0.7	-16	-6	4	12
[O-][n+]1ccc(C2CC2)cc1	102	93	11	-10	1	-1.2	-7	24	1	3
Cc1ccc2[nH]c3c(c2c1)CN(C(=O)CN1c2ccc(F)cc2CCC1C)CC3 (stereo unspecified)	12	15	2	-42	.	-1.8	-5	-9	2	-3
O=C(CSc1ccccn1)N/N=C/c1cccc([N+](=O)[O-])c1	96	94	1	-21	.	-1.8	3	10	3	-1
COc1ccc(NC(=O)COC(=O)c2cc(SC)ccc2Cl)c(OC)c1	103	97	7	-2	-6	-2.6	-2	1	0	5
Cc1ccc(NC(=O)C2CC(=O)n3ncnc3N2)cc1 (stereo unspecified)	101	94	13	-24	-1	0.3	-12	0	-10	0
O=C(COC(=O)c1ccccn1)Nc1cccc(Cl)c1	79	95	2	10	0	0.5	-16	-34	4	3
Cc1cc(-n2c(C)cc(C(=O)CSc3nnnn3-c3ccc(Cl)cc3)c2C)no1	80	90	7	-27	.	-3.5	-15	-15	-6	6
OC(COc1ccc2ccccc2c1)CN1CCN(c2ccc(F)cc2)CC1 (stereo unspecified)	67	76	11	-29	0	-4.0	-4	-45	8	8
Cc1cc(/C=C(\C#N)C(=O)O)c(C)n1C1CC1	96	94	12	-48	-1	-1.9	4	30	2	2
CCSc1nnc(NC(=O)CSc2nc3c(c(=O)n2-c2ccccc2OC)SCC3)s1	90	89	5	-26	.	-4.7	.	-28	5	5
O=C(O)CSCC(=O)c1ccccc1	90	104	15	-8	2	-0.3	-14	-10	5	0
COC(=O)C1CCN(C(=O)c2c(-c3ccccc3Cl)noc2C)CC1	96	111	17	-58	0	-1.1	-8	-10	3	2
COC(=O)c1ccccc1NC(=O)CN1CCOCC1	102	92	0	-46	1	-1.5	-18	1	-4	2
COc1cc(/C=N/N=C2/NC(=O)C(CC(=O)O)S2)ccc1OCc1ccc(Cl)cc1 (stereo unspecified)	91	96	.	-30	-11	1.0	-1	.	0	6
COc1ccc(OC)c(-c2c3cc(O)c(=O)cc-3oc3cc(O)c(O)cc23)c1	46	43	11	63*	-6	-3.9	0	8	14	6
Cc1ccccc1N1C(=O)CC(Sc2nnc(-c3ccccc3)o2)C1=O (stereo unspecified)	84	97	4	-56	-4	-1.7	-9	.	1	10
CCN(c1cccc(C)c1)S(=O)(=O)c1ccc2c3c(cccc13)C(=O)N2	77	94	6	-15	.	-3.4	.	-30	-11	-1
NS(=O)(=O)c1cc2c(cc1Cl)NC=NS2(=O)=O	101	92	5	-34	.	-1.5	6	.	4	2
O=C(Nc1ccc2c(c1)OCO2)c1c(F)c(F)c(F)c(F)c1F	88	90	7	-24	-1	-4.5	-9	10	-6	5
CCOC(=O)c1ccoc1CSCc1ccc(C(=O)OC)o1	104	103	12	-28	1	-1.3	-13	.	-9	-1
COc1ccc(C(O)P(=O)(OCC(C)C)OCC(C)C)c(OC)c1 (stereo unspecified)	96	81	18	-20	1	-2.8	1	13	-17	4
O=c1[nH]c(NCc2ccccc2)nc2c1CCCC2	99	106	9	-8	-1	2.1	-16	-9	3	13

2 compounds picked at random from those above:
SMILES	HCT116 bCat-KO	HCT116 PTEN-null	Measles CPE	BB579 growth dn	Phagocytosis inh	MRP-1 activ	Yeast life ext	E-sel TNF inh	GALR2 blocker	NPY Y2 blocker
O=C(O)CSCC(=O)c1ccccc1	90	104	15	-8	2	-0.3	-14	-10	5	0
COC(=O)c1ccccc1NC(=O)CN1CCOCC1	102	92	0	-46	1	-1.5	-18	1	-4	2

More records:
SMILES	HCT116 bCat-KO	HCT116 PTEN-null	Measles CPE	BB579 growth dn	Phagocytosis inh	MRP-1 activ	Yeast life ext	E-sel TNF inh	GALR2 blocker	NPY Y2 blocker
O=C1NC(=S)S/C1=C\c1ccc(SCc2ccccc2)o1	85	79	18	-26	-10	-1.2	5	.	2	4
CCCCn1nnnc1SCC(=O)Nc1sc2c(c1C#N)CCCC2	108	92	17	-18	0	0.4	-2	-3	1	2
Brc1ccc(-c2nnc3sc(CN4CCN(c5ccccc5)CC4)cn23)cc1	98	105	3	-34	-1	-0.4	-1	-43	9	6
CSCCC(Nc1ncnc2ccc(Br)cc12)C(=O)O (stereo unspecified)	90	91	30	13	.	-0.1	-7	-2	4	3
C/C=C/C(=O)Nc1cccc(C(F)(F)F)c1	95	95	12	-8	-6	-0.1	-8	.	-1	3
O=C(O)c1cnccn1	95	107	4	-9	.	-0.5	1	.	7	-1
CCc1noc(C)c1C(=O)Nc1nc(-c2cc(C)ccc2C)c(C)s1	78	78	8	-29	8	5.5*	-2	-22	7	1
Cc1onc(-c2ccccc2Cl)c1C(=O)Nc1ncn[nH]1	101	99	5	-12	0	-1.6	-5	.	2	1
CCOC(=O)c1ccc(NC(=O)CSc2ncccn2)cc1	100	99	4	-17	-1	-0.7	-16	-3	5	0
COc1ccc2c(Cl)c(C(N)=O)sc2c1	109	98	7	24	3	-0.9	-17	-78	13	0
COCCNC(=O)C(c1ccco1)N(C(=O)Cn1nnc2ccccc21)c1cccc(C)c1C (stereo unspecified)	89	94	6	-5	-2	-0.8	-8	29	8	4
CCOC(=O)c1cccc(NC(=O)c2cnccn2)c1	99	108	5	2	2	-1.3	-23	-1	6	1
O=C(COc1ccccc1)NCCSc1ccccc1	108	119	17	-43	-1	-0.5	-12	19	12	4
Fc1ccc(Nc2c(-c3ccco3)nc3ccccn23)cc1	66	73	15	0	-1	-2.3	1	-25	-1	6
CCCCOC(=O)c1ccc(NC(=O)CSC2=Nc3ccccc3C3CC=NN23)cc1 (stereo unspecified)	69	73&78	16	-21	-2	-0.6	-12	.	0	0
Cc1oc(C(=O)O)cc1COc1ccc2c3c(c(=O)oc2c1)CCC3	94	98	16	-68	0	-0.1	-29	12	-4	6
CCOc1ccc(Br)cc1S(=O)(=O)Nc1nc(CN2CCOCC2)nc2sc(C)c(C)c12	98	91	2	0	-1	-4.5	-1	-1	-6	2
O=S(=O)(Nc1ccc2c(c1)OCCO2)c1ccc(F)cc1	98	95	7	-23	-2	-0.1	-4	.	-6	1
Cc1onc(-c2ccccc2)c1C(=O)Nc1ccccc1N1CCOCC1	84	86	12	-62	-1	-3.9	-18	2	-8	1
O=C(COc1ccccc1-c1ccccc1)NCc1cccc(Cl)c1	92	83	8	-9	-2	-2.1	-3	-3	-1	3
CCSc1nc2sc3c(c2c(=O)n1CC)CC(C)(C)OC3	78	79	14	-33	2	-2.0	-1	30	-12	2
C=CCn1c(SCC(=O)Nc2cccc3ccccc23)nnc1-c1cnccn1	85	91	9	-51	.	-2.8	-18	-9	9	4
NS(=O)(=O)c1ccc(NC(=S)Nc2cc(Cl)c(Cl)cc2Cl)cc1	98	92	2	-27	2	-0.9	7	8	9	4
O=C(NCc1ccccn1)Nc1cccc(Cl)c1	97	98	5	-18	-1	0.4	-12	.	2	2
CCCCNC(=O)CCc1c(C)nc2nc(-c3cc(OC)cc(OC)c3)nn2c1C	93	88	32	-43	-1	-2.3	-4	3	6	-1
Continued.
SMILES	HCT116 bCat-KO	HCT116 PTEN-null	Measles CPE	BB579 growth dn	Phagocytosis inh	MRP-1 activ	Yeast life ext	E-sel TNF inh	GALR2 blocker	NPY Y2 blocker
Cc1nc2sc(C(=O)c3ccccc3)c(N)c2c2c1CCCC2	58	47	9	9	-1	-4.8	-4	.	17	1
CCOc1ccccc1C(=O)NC1CCN(Cc2nnnn2C2CCCC2)CC1	101	105	5	-1	-1	0.8	-7	.	2	1
COc1ccc(C(=O)NNC(=O)C(C)NC(=O)c2ccccc2NC(=O)c2ccco2)cc1 (stereo unspecified)	93	92	5	-43	.	-1.3	3	4	10	1
O=C(Nc1ccc(N2CCN(C(=O)c3ccccc3)CC2)cc1)c1ccc2c(c1)OCO2	83	75	4	-35	3	-0.7	-8	3	14	1
Cc1cccc(NC(=O)C2CC(=O)N/C(=N/N=C/c3ccco3)S2)c1 (stereo unspecified)	85	67	30*	-8	-3	-2.7	24	.	7	3
COC(=O)c1c(NC(=S)Nc2ccccc2Cl)sc(C)c1C	98	109	18	-49	1	-0.9	-13	47	12	-1
NC(=O)CSc1nc2ccccc2c(=O)n1Cc1ccco1	90	95	3	-12	.	-3.8	.	-23	-11	2
CC1=C(C(=O)OCC(C)C)C23C(=O)c4ccccc4C2(O1)OC(N)=C3C#N (stereo unspecified)	100	100	18	-23	-2	-1.8	-8	.	7	1
CN1CCN(C(=S)NC(=O)/C=C/c2ccccc2)CC1	115	107	4	18	-2	0.5	-12	10	-14	1
CC(C)(C)NC(=O)Cn1c(-c2nonc2N)nc2ccccc21	96	103	7	-22	0	-2.6	-18	10	-7	4
Cc1onc(-c2ccccc2Cl)c1C(=O)Nc1nnc(Cc2ccc(Cl)cc2)s1	81	86	12	-52	.	2.2	-13	1	3	5
c1coc(CNC2CCCCC2)c1	86	97	9	-8	.	-0.8	.	-19	-5	1
O=C(CSc1nc2ccsc2c(=O)n1NC(=O)c1ccccc1)Nc1nccs1	96	95	3	-24	.	0.6	.	-9	2	-2
c1ccc(CCNc2nc(-c3cccnc3)cs2)cc1	96	88	5	-45	0	-1.7	-26	26	-1	1
Cc1cc(=O)oc(C)c1C(=O)N1CCN(C)CC1	100	93	3	-4	0	0.4	-11	.	-4	0
CC(=O)c1cc2c(cc1NS(=O)(=O)c1ccc(C)cc1)OCCO2	58	48	2	-34	-2	-4.5	-5	16	9	2
COc1ccccc1C1C(C(N)=O)=C(C)Nc2nc(-c3ccccc3Cl)nn21 (stereo unspecified)	94	96	21	-32	-1	-3.2	3	12	3	0
O=C(C[n+]1ccc(C(=O)N/N=C/c2ccc(O)cc2)cc1)c1ccccc1	95	100	5	-18	0	-0.4	-14	.	1	2
O=C(Cn1cc2c(n1)CCCCC2)NC1CCN(Cc2ccccc2)CC1	78	80	10	-7	0	-2.0	-11	.	.	.
Cc1nn(Cc2cccc(C(=O)Nc3ccn(Cc4c(F)c(F)cc(F)c4F)n3)c2)c(C)c1[N+](=O)[O-]	59	54	20	-26	0	1.1	-16	7	7	10
Cc1ccccc1Nc1nnc(SCC(=O)NC(=O)NCc2ccco2)s1	64	74	3	-7	.	-0.6	-10	-22	-2	1
COc1cc2c(cc1OC)C(=O)NCC(C)(C)O2	101	104	6	-21	2	0.9	6	6	1	0
C=CCN1C(=O)N/C(=C/c2ccc(N3CCOCC3)o2)C1=O	24	19	11	-33	-2	-5.0	13	1	38*	6
Cc1cccc(-n2c(=O)c(C#N)cc3c(=O)n4ccccc4nc32)c1	81	90	3	-42	-1	-1.7	-5	14	-15	1

Screening data deposited in PubChem by several laboratories.
